# Compound activity from PubChem BioAssay.
# APP transl inh – inhibitors of APP translation via 5'UTR reporter, primary screen, APP 5'UTR luciferase, SH-SY5Y cells; SH-SY5Y APP 5'UTR-luciferase reporter, luminescence; inhibition, % at 2 µM; 190,000 compounds, 0.82% hits;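 active = inhibition above a set limit, derived from the sample mean plus 3 SD, cut at about 45% in these data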; also: values of inactives mirror those of a sister screen read the other way
# STAT1 activator – STAT1 signaling activators, primary screen, cell-based, HTS, luciferase reporter | 200,000 compounds, 2.6% hits | AID 932, 2007 | NIH 3T3 STAT1-luciferase reporter, IFN-gamma, luminescence; 100% = IFN-gamma alone, no compound | activation (% of control), % at 5.5 µM;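 active = activation above the screen-wide mean activation plus 3 SD, cut at about 130% in these data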;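 also: raw ratio to IFN-gamma control signal so 100% means no change and 0% no light; values of inactives mirror those of a sister screen read the other way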
# NF-kB expr up – activators of NF-kB expression in neurons, primary screen, cell-based, HTS; fold change at 12.5 µM; AID 1239, 2008; 190,000 compounds, 1.6% hits; human neuronal cells, NF-kB reporter expression; hits give high values; in the data active = fold change above about 3.3
# FLuc inhib CS – firefly luciferase enzyme inhibitors, primary screen, artefact control for luciferase-based inhibitor screens, biochemical, luminescence, ATPLite; inhibition, % at 10 µM; 10 min; 200,000 compounds, 1.5% hits; AID 1006, 2008; Luciferin 4-monooxygenase (Photinus pyralis), P08659;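 active = inhibition above about 50% when tested at 10 µM, limit read from the data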
# APP 5'UTR act – activators of APP 5'UTR luciferase reporter, primary screen, SH-SY5Y cells | SH-SY5Y APP 5'UTR luciferase reporter, luminescence; zero percent = DMSO vehicle wells | activation, % at 2 µM | 190,000 compounds, 1% hits | AID 1276, 2008;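 active = activation above a set limit, based on mean plus 3 SD of controls, cut at about 140% in these data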; also: values of inactives mirror those of a sister screen read the other way
# Diaphorase act – compounds boosting diaphorase resazurin reduction – biochemical, uHTS, resorufin fluorescence, counter-screen for diaphorase-coupled primary assays, primary screen; Diaphorase/resazurin coupled assay, 16 min; hits give high values; 1 = vehicle wells, 0 = NADH-free wells; activation factor at 20 µM; 190,000 compounds, 0.005% hits; AID 1229, 2008;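 active = diaphorase activity raised at least twofold by the compound at 20 µM; inactive = activation factor below 2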
#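 Test system: Clostridium kluyveri diaphorase, purified enzyme; input: enzyme 0.07 U/mL final; buffer or medium: 50 mM HEPES pH 7.4 with 4.542 mM MgCl2, 0.005% Tween 20; also added: 0.114 mM NADH and 0.1 mM resazurin, final amounts; schedule: 16 min enzyme reaction, ambient temperature; technique: fluorescence of resorufin, 544 nm excitation, 590 nm emission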
# G6PDH CS – L. mesenteroides G6PDH inhibitors, counter-screen for G6PDH-coupled screening assays, biochemical, Leuconostoc mesenteroides enzyme; Purified L. mesenteroides G6PDH, diaphorase/resazurin coupled fluorescence, 45 min; inhibition, % at 5 µM; 200,000 compounds, 0.12% hits; AID 1020, 2008; in the data active = inhibition above about 50%
# Diaph inh CS – diaphorase inhibitors and chemical oxidizers, primary screen, counter-screen for diaphorase-coupled primary assays, biochemical, uHTS, resorufin fluorescence | diaphorase resazurin-to-resorufin fluorescence, NADH, 16 min; bacterial (C. kluyveri) enzyme, not human | inhibition, % at 20 µM | 190,000 compounds, 0.69% hits | AID 1217, 2008;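 active = primary screen inhibition at 20 µM above a set limit, cut at about 50% in these data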;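 also: plate controls were DMSO with full reaction for no effect and wells lacking NADH for full effect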
#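 Assay system – diaphorase enzyme from Clostridium kluyveri · Amount – diaphorase 0.14 U/mL (working solution) · Times – reaction incubation of 16 min at room temperature · Controls – No-NADH positive control and DMSO neutral control · Signal – resorufin fluorescence 544/590 nm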
# TLR4 MyD88 comp – inhibitors of TLR4-MyD88 association in cells, primary screen, cell-based, HeLa CL3-4, BLA complementation, FRET ratio; inhibition, % at 8.4 µM; 200,000 compounds, 0.18% hits; AID 861, 2007; Toll-like receptor 4 (Homo sapiens) + Myeloid differentiation primary response protein …; HeLa CL3-4 TLR4/MyD88 BLA complementation; in the data active = inhibition above about 25%;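 also: 0% = vehicle and 100% = reference inhibitor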
# Target sequence (O00206 whole entry, looked up): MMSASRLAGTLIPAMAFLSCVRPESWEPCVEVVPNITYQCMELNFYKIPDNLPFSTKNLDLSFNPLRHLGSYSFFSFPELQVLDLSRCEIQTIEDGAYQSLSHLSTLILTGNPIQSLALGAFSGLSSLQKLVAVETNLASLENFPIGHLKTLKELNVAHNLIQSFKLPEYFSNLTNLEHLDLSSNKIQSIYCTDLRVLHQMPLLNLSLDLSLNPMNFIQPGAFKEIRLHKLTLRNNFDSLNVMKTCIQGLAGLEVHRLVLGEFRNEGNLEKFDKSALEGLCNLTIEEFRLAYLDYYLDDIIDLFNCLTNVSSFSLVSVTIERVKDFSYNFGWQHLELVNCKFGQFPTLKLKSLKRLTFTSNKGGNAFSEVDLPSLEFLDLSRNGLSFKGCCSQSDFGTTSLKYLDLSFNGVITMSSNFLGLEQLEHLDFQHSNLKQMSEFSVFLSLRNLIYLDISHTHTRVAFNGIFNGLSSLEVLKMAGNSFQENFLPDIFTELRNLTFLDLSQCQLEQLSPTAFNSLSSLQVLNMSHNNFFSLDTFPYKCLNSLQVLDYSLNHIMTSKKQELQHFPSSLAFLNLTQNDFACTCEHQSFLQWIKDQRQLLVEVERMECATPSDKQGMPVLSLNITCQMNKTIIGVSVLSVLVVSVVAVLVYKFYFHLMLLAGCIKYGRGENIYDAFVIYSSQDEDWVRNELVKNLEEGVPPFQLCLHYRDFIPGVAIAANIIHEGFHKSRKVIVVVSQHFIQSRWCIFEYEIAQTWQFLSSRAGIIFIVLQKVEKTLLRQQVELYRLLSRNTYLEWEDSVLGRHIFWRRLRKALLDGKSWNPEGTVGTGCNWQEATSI
# Target sequence (Q99836 whole entry, looked up): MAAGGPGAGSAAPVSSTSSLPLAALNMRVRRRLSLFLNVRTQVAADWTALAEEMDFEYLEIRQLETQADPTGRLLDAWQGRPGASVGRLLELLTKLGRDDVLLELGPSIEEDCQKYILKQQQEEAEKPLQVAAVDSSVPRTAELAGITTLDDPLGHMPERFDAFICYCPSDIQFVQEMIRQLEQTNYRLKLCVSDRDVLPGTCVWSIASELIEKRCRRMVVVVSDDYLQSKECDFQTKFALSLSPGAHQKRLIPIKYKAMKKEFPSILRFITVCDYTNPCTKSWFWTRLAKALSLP
# FLuc stim CS – FLuc activators, initial screening, artefact control for FLuc-dependent activation tests, biochemical, ATPlite luminescence; Luciferin 4-monooxygenase (Photinus pyralis), P08659; ATPlite luciferase biochemical, 10 min; 0 = ATP-free wells, 1 = DMSO control; activation factor at 10 µM; 200,000 tested, under 10 active; AID 1027, 2008;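 active = luciferase activation factor, scaled between plate controls, of at least 2 with compound at 10 µM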
#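 test system = cell-free luciferase reagent | medium = PBS as buffer for the ATP substrate | dosing = test compounds dosed from 2 mM stocks in 100% DMSO | incubation = 10 min at ambient temperature | detection = luminescence measurement of luciferase light output | benchmarks = low control with PBS replacing ATP, high control enzyme plus ATP without compound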
# Numbers without * were called inactive.
smiles	FLuc inhib CS	Diaph inh CS	TLR4 MyD88 comp	G6PDH CS	STAT1 activator	FLuc stim CS	Diaphorase act	APP 5'UTR act	APP transl inh	NF-kB expr up
O=C(Cc1cccs1)N1CCCC(c2nc3c(nnn3Cc3ccccc3Cl)c(=O)[nH]2)C1 (stereo unspecified)	-5.4	4.8	-1.4	17.1	105.9	1.1	1	6.1	-6.1	0.94
O=C(N/N=C/c1ccccc1O)C1(O)c2ccccc2-c2ccccc21	3.8	0.6	-1.3	-4.5	100.2	1	1	-12.6	12.6	1.02
Cc1ccccc1Oc1ccc(Oc2ccccc2C)nn1	7.2	3.9	-7.7	0.6	130.7*	0.9	1	65.5	-65.5	2.22
O=C(Nc1ccc(Cl)c(Cl)c1)Nc1nnc(CC2=CCCCC2)s1	-5.4	3.7	6.8	16.7	108.6	1.1	1	2.4	-2.4	1.02
Cc1c(Cl)cccc1NC(=O)CCC(=O)NNC(=O)c1ccco1	-2.0	1.1	-15.8	7.0	108.9	1	1	-13.9	13.9	1.04
CN(C)S(=O)(=O)N1CCC(CCCC2CCN(S(=O)(=O)N(C)C)CC2)CC1	1.1	-7.9	-1.2	-5.0	102.3	1	1.1	17.1	-17.1	1.18
N/C(Cc1ccc([N+](=O)[O-])cc1)=N\OC(=O)CC1CCCCC1	-2.9	17.0	3.2	7.5	97.3	1	0.8	3.5	-3.5	1.07
CC(=O)Nc1ccc(OCC(O)Cn2nc(C)c(Br)c2C)cc1 (stereo unspecified)	-6.3	16.3	-12.0	11.0	91.4	1.1	0.8	-4.6	4.6	1.02
Cn1c(=O)n(C)c2cc(NS(=O)(=O)c3ccc(Br)s3)ccc21	-7.5	6.6	3.2	0.7	81.3	1.1	0.9	6.5	-6.5	1.37
CC(C)c1ccc(NC(=S)NCc2ccc3c(c2)OCO3)cc1	-1.8	20.0	-7.8	8.5	101.3	1	0.8	-12.6	12.6	1.36
O=C(O)CCC(=O)Nc1ccc(Cc2ccc(NC(=O)CCC(=O)O)c(O)c2)cc1O	5.7	-5.0	-6.5	-3.3	105.8	0.9	1.1	11.9	-11.9	0.85
CCOC(=O)c1c(N2C(=O)Nc3ccccc3N2O)n[nH]c1-c1cccc(Cl)c1	-2.0	12.3	-14.3	5.5	99.8	1	0.9	17.1	-17.1	0.88
NC(=O)c1cccnc1Sc1ccc(Cl)cc1	-6.7	5.5	6.5	1.4	91.8	1.1	0.9	-17.7	17.7	1.16
Cc1nc2ccc(NC(=O)NCc3ccco3)cc2s1	15.2	11.3	-1.4	-9.0	110.4	0.8	0.9	4.6	-4.6	1.64
CCOC(=O)c1cc(CC)sc1/N=C/C1=C(O)CC(C)(C)CC1=O	-6.7	9.6	-5.5	2.9	101.1	1.1	0.9	16.3	-16.3	1.23
CCn1c(SCC(=O)N/N=C/c2ccc(C)o2)nnc1-c1ccc(C)cc1	-5.7	11.1	-7.9	10.9	103.5	1.1	0.9	16.3	-16.3	1.05
COc1ccc(S(=O)(=O)N2CCCC2C(=O)NCc2ccccc2Cl)cc1 (stereo unspecified)	-6.4	-1.2	3.9	3.3	108.2	1.1	1	1.0	-1.0	1.09
O=C(COC(=O)c1c(F)cccc1F)Nc1ccc2[nH]c(=O)[nH]c2c1	-1.5	9.2	-8.9	10.4	100.5	1	0.9	-10.1	10.1	1.06
O=C(/C=C/c1cccc(C(F)(F)F)c1)Nc1cccc(C(F)(F)F)c1	-1.7	23.3	2.1	4.9	100.2	1	0.8	-4.2	4.2	1.09
O=C(c1ccc(=O)oc1)N1CCOCC1	-0.3	14.9	11.6	-2.0	102.5	1	0.9	0.7	-0.7	0.97

# Profiles from above.
# Cc1nc2ccc(NC(=O)NCc3ccco3)cc2s1 as listed: FLuc inhib CS: 15.2; Diaph inh CS: 11.3; TLR4 MyD88 comp: -1.4; G6PDH CS: -9.0; STAT1 activator: 110.4; FLuc stim CS: 0.8; Diaphorase act: 0.9; APP 5'UTR act: 4.6; APP transl inh: -4.6; NF-kB expr up: 1.64
# Cc1ccccc1Oc1ccc(Oc2ccccc2C)nn1 as listed: FLuc inhib CS: 7.2; Diaph inh CS: 3.9; TLR4 MyD88 comp: -7.7; G6PDH CS: 0.6; STAT1 activator: 130.7*; FLuc stim CS: 0.9; Diaphorase act: 1; APP 5'UTR act: 65.5; APP transl inh: -65.5; NF-kB expr up: 2.22

# Next entries follow.
smiles	FLuc inhib CS	Diaph inh CS	TLR4 MyD88 comp	G6PDH CS	STAT1 activator	FLuc stim CS	Diaphorase act	APP 5'UTR act	APP transl inh	NF-kB expr up
Cc1ccc(C(=O)Cn2nnc3ccccc32)cc1C	14.0	1.4	-4.5	8.5	143.2*	0.9	1	119.2	-119.2	4.13*
O=C(CN1c2cccc3cccc(c23)S1(=O)=O)NCc1ccc2c(c1)OCO2	8.0	9.7	-6.5	10.6	93.7	0.9	0.9	-3.1	3.1	0.88
CCOC(=O)CC(NC(=O)c1cccc2c1C(=O)N(Cc1cccnc1)C2)c1ccc(OC(C)C)cc1 (stereo unspecified)	1.2	11.8	-4.2	3.4	92.7	1	0.9	3.3	-3.3	0.58
c1coc(-c2ccnc(-n3cccc3)n2)c1	-2.8	-0.4	-17.2	2.6	114.6	1	1	27.8	-27.8	1
CCN(CC)c1ccc(/C=N/NC(=O)c2c[nH]c3ccccc23)cc1	12.6	23.6	-4.6	-4.4	119.8	0.9	0.8	16.6	-16.6	1.18
Cc1ccc(OCC(=O)Nc2ccccc2[N+](=O)[O-])c(Br)c1	26.7	5.6	10.0	-0.5	159.5*	0.7	0.9	154.2*	-154.2	5.7*
COC(=O)C1=C(C)NC(=O)/C1=C\c1cc(C)n(-c2c(C)cccc2C)c1C	-4.0	15.4	9.6	0.9	94.5	1	0.8	0.7	-0.7	1.01
COc1ccccc1NC(=O)Nn1cnnc1	-6.8	13.2	6.4	-0.4	95.7	1.1	0.9	-4.8	4.8	1.14
CC(=O)NCc1ccc(S(=O)(=O)N/N=C/c2ccc(N(C)C)cc2)cc1	-2.7	-4.1	-4.7	6.4	101.9	1	1	0.2	-0.2	1.17
CN1CCC(N2CCCC(C(=O)O)C2)CC1 (stereo unspecified)	-5.7	15.5	-8.8	4.8	102.3	1.1	0.8	10.9	-10.9	1.11
CCOC(=O)N1CCC(N2C(=O)c3ccccc3C2Nc2ccc(S(=O)(=O)N(CC)CC)cc2)CC1 (stereo unspecified)	-2.0	7.2	3.2	1.7	98.2	1	0.9	20.0	-20.0	0.76
CCC(=O)OC1c2ccccc2C(=O)N1Cc1ccccc1 (stereo unspecified)	-5.7	26.4	7.8	1.8	101.6	1.1	0.7	6.7	-6.7	1.12
COc1ccc(C(C)=O)cc1CSc1nnc(C)s1	-4.2	15.6	0.7	8.2	100.0	1	0.8	-11.8	11.8	1.14
O=C(CN1C(=O)C2CC=CCC2C1=O)NC1CCCc2ccccc21 (stereo unspecified)	1.7	12.6	6.8	5.7	90.8	1	0.9	-10.5	10.5	1.65
CCOC(=O)C(Oc1ccc2c(-c3ccc(OC)cc3)cc(=O)oc2c1C)c1ccccc1 (stereo unspecified)	-4.5	9.5	-17.6	3.6	97.7	1	0.9	4.6	-4.6	0.74
Cc1cc(C(F)F)nn1CC(=O)N1CCSCC1	-6.2	8.7	-7.0	6.2	104.8	1.1	0.9	3.2	-3.2	1.1
COc1ccc(NC(=O)CSc2nnc(-c3ccoc3C)n2CC2CCCO2)cc1 (stereo unspecified)	-2.6	13.1	7.0	9.5	89.1	1	0.9	4.8	-4.8	1.32
COC(=O)c1ccc(Oc2c(C(F)(F)F)oc3c(CN4CCN(C)CC4)c(O)ccc3c2=O)cc1	-2.0	-13.7	-2.2	10.5	103.7	1	1.1	-0.5	0.5	0.86
Nc1nonc1NC(=O)CSc1ncccc1C(=O)O	-9.1	19.8	-3.6	0.2	100.1	1.1	0.8	-7.0	7.0	1.14
COc1ccc(/C=N/NC(=O)CC(=O)NCCc2ccccc2)cc1OC	-8.5	2.2	4.9	1.5	103.0	1.1	1	0.8	-0.8	1.1
Cc1ccccc1N1CN(Cc2ccco2)CNC1=S	-2.5	12.6	-6.7	-8.2	95.8	1	0.9	22.1	-22.1	1.2
COC(=O)C1=C(C)NC(C)=C(C(=O)OC)C1c1cc2cc(C)ccc2[nH]c1=O	-1.4	30.9	-3.2	-7.8	101.0	1	0.7	-8.0	8.0	1.54

# Reformatted with each value named: entries from further up.
molecule: COc1ccc(NC(=O)CSc2nnc(-c3ccoc3C)n2CC2CCCO2)cc1 (stereo unspecified)
  FLuc inhib CS: -2.6; Diaph inh CS: 13.1; TLR4 MyD88 comp: 7.0; G6PDH CS: 9.5; STAT1 activator: 89.1; FLuc stim CS: 1; Diaphorase act: 0.9; APP 5'UTR act: 4.8; APP transl inh: -4.8; NF-kB expr up: 1.32
molecule: COC(=O)c1ccc(Oc2c(C(F)(F)F)oc3c(CN4CCN(C)CC4)c(O)ccc3c2=O)cc1
  FLuc inhib CS: -2.0; Diaph inh CS: -13.7; TLR4 MyD88 comp: -2.2; G6PDH CS: 10.5; STAT1 activator: 103.7; FLuc stim CS: 1; Diaphorase act: 1.1; APP 5'UTR act: -0.5; APP transl inh: 0.5; NF-kB expr up: 0.86
molecule: Nc1nonc1NC(=O)CSc1ncccc1C(=O)O
  FLuc inhib CS: -9.1; Diaph inh CS: 19.8; TLR4 MyD88 comp: -3.6; G6PDH CS: 0.2; STAT1 activator: 100.1; FLuc stim CS: 1.1; Diaphorase act: 0.8; APP 5'UTR act: -7.0; APP transl inh: 7.0; NF-kB expr up: 1.14
molecule: COc1ccc(/C=N/NC(=O)CC(=O)NCCc2ccccc2)cc1OC
  FLuc inhib CS: -8.5; Diaph inh CS: 2.2; TLR4 MyD88 comp: 4.9; G6PDH CS: 1.5; STAT1 activator: 103.0; FLuc stim CS: 1.1; Diaphorase act: 1; APP 5'UTR act: 0.8; APP transl inh: -0.8; NF-kB expr up: 1.1
